STK33 kinase inh – human STK33 kinase inhibition. Q9BYT3. purified STK33, MBP phosphorylation, ADP-Glo luminescence. inhibition, % at 10 µM. 0.073% of 320,000 active;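 active = inhibition at or above 25%, using the most active replicate where run in duplicate; inactive = inhibition below 25%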
OX1R FRET antag – antagonists of human orexin 1 receptor (OX1R) | 1.8% of 330,000 active | inhibition, % at 6.6 µM | OX1R-expressing cells, FRET antagonist read-out | AID 485270; in the data active = inhibition mostly above about 38%, no sharp cut-off; inactive = mostly below about 40%;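 also: 0% = agonist challenge alone and 100% = reference antagonist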
KCNQ2 block – KCNQ2 channel blockers in CHO-K1 cells – cell-based, FluxOR thallium flux, B-score, primary screen (AID 2156); 20 min; active compounds read low; O88943; B-score at 10 µM; 1.1% of 310,000 active;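 active = fluorescence ratio B-score at most minus 3 library SDs, with starting brightness B-score within 2 library SDs, cut at about -5.5 in these data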
Target sequence (O88943 whole entry, looked up): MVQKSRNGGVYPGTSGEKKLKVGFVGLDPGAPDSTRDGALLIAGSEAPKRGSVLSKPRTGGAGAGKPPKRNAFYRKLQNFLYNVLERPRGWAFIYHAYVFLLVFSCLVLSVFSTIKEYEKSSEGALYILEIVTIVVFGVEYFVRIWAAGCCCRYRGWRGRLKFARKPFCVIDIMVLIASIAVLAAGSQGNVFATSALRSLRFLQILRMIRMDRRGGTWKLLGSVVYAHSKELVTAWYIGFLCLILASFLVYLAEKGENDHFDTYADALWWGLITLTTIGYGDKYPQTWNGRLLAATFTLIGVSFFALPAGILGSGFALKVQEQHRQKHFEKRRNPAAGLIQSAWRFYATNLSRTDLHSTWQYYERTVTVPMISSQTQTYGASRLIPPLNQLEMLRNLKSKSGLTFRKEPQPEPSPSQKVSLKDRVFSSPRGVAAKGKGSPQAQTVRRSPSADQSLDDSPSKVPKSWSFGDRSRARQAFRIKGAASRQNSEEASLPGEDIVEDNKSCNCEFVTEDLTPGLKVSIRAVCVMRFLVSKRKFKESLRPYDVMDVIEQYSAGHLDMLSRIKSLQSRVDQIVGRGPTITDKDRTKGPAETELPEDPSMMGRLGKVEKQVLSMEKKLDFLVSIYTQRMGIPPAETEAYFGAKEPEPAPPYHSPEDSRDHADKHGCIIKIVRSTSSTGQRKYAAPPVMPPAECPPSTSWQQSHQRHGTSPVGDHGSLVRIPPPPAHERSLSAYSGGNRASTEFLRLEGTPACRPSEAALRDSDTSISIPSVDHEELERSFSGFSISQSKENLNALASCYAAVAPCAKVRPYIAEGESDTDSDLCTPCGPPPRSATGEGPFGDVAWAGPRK
An asterisk follows results filed as active; i = inactive; x = not tested or not shown; & = joins results of further samples.

STK33 kinase inh	structure	OX1R FRET antag	KCNQ2 block
-3.0	Cc1ccccc1-c1cc(C(=O)N2CCCC2)c2ccccc2n1	35.6	i
x	CCOC(=O)c1sc2nc(SCC#N)n(CCCN3CCCC3=O)c(=O)c2c1C	10.1	i
-0.5	CCCCn1c(=O)nc2n(-c3ccc(C)cc3)c3ccccc3cc-2c1=O	27.2	i
-0.4	COc1ccc(NC(=O)NNC(=O)COc2cc(C)c(Cl)c(C)c2)c(OC)c1	5.0	i
-1.2	O=[N+]([O-])c1cc([N+](=O)[O-])c(Oc2cccnc2Br)cc1NN1CCCCC1	38.1	i
-0.3	O=c1nc(Nc2ccc(OCc3ccccc3)cc2)sc2ncccc12	16.0	i
-2.7	Cc1noc(C)c1COc1ccc(C(=O)Nc2ncccc2O)cc1	18.8	i
-0.4	CCOC(=O)C(CC)Sc1ccc2nnc(CCNS(=O)(=O)c3ccccc3)n2n1 (stereo not given)	24.4	i
-1.7	CCOC(=O)c1cc2ccc3ccccc3c2s1	11.0	i
-1.4	CCOC(=O)C1(Cc2cccc(OC)c2)CCN(Cc2cccnc2)CC1	22.2	i
-1.0	COc1ccc(S(=O)(=O)Nc2ccc(N(C)C(C)=O)cc2)cc1	11.2	i
0.5	Cc1ccc(S(=O)(=O)N(C)C)cc1NC(=O)c1ccc2ccccc2n1	21.9	i
-0.6	Cc1ccc(C(=O)c2c[nH]c3c(F)cc(F)cc3c2=O)cc1	7.7	i
-1.1	C#CCNC(=O)C1=C[C@H](c2ccc(C(F)(F)F)cc2)C[C@H](OCc2ccc(CO)cc2)O1	9.5	i
-0.5	COc1ccc(-c2cc(C(=O)N3CCN(c4ccccc4O)CC3)c3ccccc3n2)cc1OC	26.1	i
-5.3	Cc1ccc(CN2CCC(n3nccc3NC(=O)C3CCOC3)CC2)cc1C (stereo not given)	2.4	i
0.1	CC/C(=C/c1ccccc1)c1cccc2[nH]c3c(OC)cccc3c12	19.1	i
-1.3	COc1ccc(NS(=O)(=O)c2ccc(N3CCCC3)c(N)c2)cc1	10.6	i
-0.8	CCN1CCc2c(OCc3ccc(C(=O)OC)o3)cccc2C1=O	17.4	i
0.3	CCOC(=O)C1=C(C)NC(=O)C(C(N)=O)C12CCCCC2 (stereo not given)	18.6	i
-1.4	COCCn1c(C)cc(C2=NNC(=Nc3ccc(F)cc3)SC2)c1C	10.8	i
1.0	CC(=O)Nc1ccc(NC(=O)CSc2nc3ccccc3nc2N2CCC(C)CC2)cc1	27.2	i
-1.7	Cc1cc(SCC(=O)N/N=C/c2ccc(O)c(O)c2O)c(C)cc1Br	16.9	i
-1.2	O=C(Nc1c(-c2ccccc2)nc2ccccn12)c1cccs1	5.2	i
-0.2	Cc1noc(C)c1-c1csc(N2CCC(C(N)=O)CC2)n1	7.0	x
0.0	CCCC(=O)NC(C)c1nc2ccccc2n1C(C)C (stereo not given)	4.4	i
-0.5	CN(C)c1ccc(/C=N/NC(=O)c2nnn(-c3nonc3N)c2CN(C)c2ccccc2)cc1	25.7	i
0.6	Cc1ccsc1/C=C/c1ccc2cccc(O)c2n1	35.3	i
-0.3	CCOc1ccc(NC(=O)C(C)SC(N)=O)cc1 (stereo not given)	4.2	i
3.0	O=C1/C(=C/c2ccc(C(=O)O)cc2)CCC/C1=C\c1ccc(C(=O)O)cc1	17.1	i
-0.9	Cc1ccc(C(=O)N/C(=C/c2ccc(-c3ccc(Br)cc3)o2)C(=O)NC2CCS(=O)(=O)C2)cc1 (stereo not given)	8.0	i
-0.2	COc1ccc(CN(C)C(=O)C2CCN(C(=O)Nc3ccccc3)CC2)cc1OC	6.8	x
-0.1	COc1cn(-c2ccccc2)nc1C(=O)OCC(=O)Nc1ccc(C)c(C)c1	5.6	x
-1.6	Cc1nc2nc(-c3cccnc3)[nH]n2c(=O)c1C	4.6	i
-1.9	CCSCCOC(=O)C1=C(C)NC2=C(C(=O)CCC2)C1c1coc2ccccc2c1=O (stereo not given)	18.6	i
-1.8	C#CCCOC(=O)N1C2=NC(C(=O)OC)=C(C(=O)OC)[C@@H]3N(C)c4ccccc4[C@]23C[C@H]1C(=O)OC	3.9	i
0.2	Cc1cccc(OCC(=O)OC2CCN(C)CC2)c1	9.2	i
-1.1	O=C(COC(=O)c1cccc(Br)c1)Nc1cccc2c1C(=O)c1ccccc1C2=O	8.9	i
0.6	Cc1cc(OCC(F)(F)C(F)(F)C(F)(F)C(F)(F)C(F)(F)C(F)F)nc(N)n1	22.8	i
1.1	Cc1cc(C)c(-c2noc(C(=O)OC(C)(C)C)c2C(=O)OC(C)(C)C)c(C)c1	19.7	-10.2*
-1.8	c1ccc(Nc2ccccn2)nc1	-3.6	i
0.2	C#CCO[C@@H]1C[C@H](n2ccc(NC(=O)c3ccccc3)nc2=O)O[C@@H]1CO	16.6	i
-1.0	CCOc1ccc(C(=O)NN2CCOCC2)cc1	3.5	i
-1.8	CCCCc1ccc(-c2ccc(Br)cc2)nc1	3.8	i
-0.1	COC(=O)c1ccc(NC(=O)CSc2ccccc2)cc1	9.4	i
-2.6	CC(=O)C[C@@H](O)CC(=O)[C@@H]1OC(=O)CC/C=C\Cc2ccccc21	1.6	x
0.2	COc1ccc(/C=C/C(=O)NCCSCc2ccco2)cc1OC	12.7	i
0.2	CCn1nnnc1NCc1ccc(OCc2ccc(F)cc2Cl)c(OC)c1	24.2	i
-0.7	O=C(c1ccc(N2CCOCC2)c([N+](=O)[O-])c1)N1CCN(Cc2ccccc2)CC1	3.8	i
0.5	COc1cc(NC(=O)COC(=O)/C=C/c2ccc(O)c(OC)c2)cc(OC)c1	39.7	i
-0.1	Cc1ccc(C(=O)NCC(=O)OCC(=O)NC(C)c2ccccc2)s1 (stereo not given)	15.7	i
-0.2	Cc1cc(-n2ccnc2)n2c(nc3ccccc32)c1C#N	19.9	i
-1.6	O=C(CSCCN1C(=O)c2ccccc2C1=O)Nc1ccc2ccccc2c1	80.6*	i
-1.0	O=C(Nc1nccs1)c1ccc(COc2ccccc2Br)o1	25.3	i
1.0	Cc1cc(CN(C)C(=O)c2ccc(OC3CCN(Cc4ccccn4)CC3)cc2)on1	16.1	i
-1.2	CCOc1ccc(OCC)c(-c2c(=O)n(OCc3ccccc3Br)c3ccccc3[n+]2[O-])c1	5.3	i
1.8	COc1c(C)cc(NC(=O)c2ccc3c(c2)NC(=O)CO3)cc1C	24.7	i
-1.1	Nc1nonc1-n1nnc(C(=O)N/N=C/c2cccc(Cl)c2)c1-c1ccc2c(c1)OCO2	22.2	i
2.1	Cc1ccc(NC(=O)c2ccc3snnc3c2)cc1	4.1	i
-0.4	Cc1ccc(-c2nn(CC(=O)N3CCOCC3)c(=O)c3ccccc23)cc1S(=O)(=O)N(C)C	12.4	i

Some values from the results shown.
COC(=O)c1ccc(NC(=O)CSc2ccccc2)cc1 in OX1R FRET antag has 9.4
Cc1ccc(NC(=O)c2ccc3snnc3c2)cc1 in OX1R FRET antag has 4.1

Returning to the listing; the 3 compounds before the break are reprinted first.
STK33 kinase inh	structure	OX1R FRET antag	KCNQ2 block
-1.1	Nc1nonc1-n1nnc(C(=O)N/N=C/c2cccc(Cl)c2)c1-c1ccc2c(c1)OCO2	22.2	i
2.1	Cc1ccc(NC(=O)c2ccc3snnc3c2)cc1	4.1	i
-0.4	Cc1ccc(-c2nn(CC(=O)N3CCOCC3)c(=O)c3ccccc23)cc1S(=O)(=O)N(C)C	12.4	i
-0.2	COc1cc(C(=O)NC(=S)Nc2ccccc2N2CCOCC2)cc(OC)c1OC	15.2	i
-2.0	CSCCC(C(=O)OCC(=O)c1ccc(C)c(C)c1)N1C(=O)c2ccccc2C1=O (stereo not given)	14.0	i
0.4	COc1ccc(NC(=S)N/N=C2/CCCc3c(C)cc(C)cc32)cc1	9.3	i
-1.0	CC1(C)Cc2cccc(OCC(=O)NCc3ccc(F)cc3)c2O1	8.0	x
-0.2	COc1ccc(N(C)S(=O)(=O)c2cccc(C(=O)Nc3ccc(OC)nc3)c2)cc1	17.2	i
-1.2	O=C(OCC(=O)c1c[nH]c2ccccc12)c1cncc(Br)c1	10.2	x
0.0	CCOc1ccc(NC(=O)CNC(=O)c2cccs2)cc1	9.0	i
-1.2	COc1ccc(N2CCN(C(=O)CSc3nnc4n3C(C)(C)Cc3ccccc3-4)CC2)cc1	11.5	i
0.6	Cc1ccc(S(=O)(=O)C2(C(=O)Nc3cccc(F)c3)CC2)cc1	10.4	i
-1.1	COc1cc(C2C(C#N)=C(N)N(Nc3ccccc3)C3=C2C(=O)CC(C)(C)C3)ccc1OCc1cccc(F)c1 (stereo not given)	-0.1	i
-0.5	Cc1ccc(S(=O)(=O)n2cc(-c3ccccc3)c3ccccc32)cc1	-2.8	x
-1.1	CC(=O)c1cc2c(cc1NS(=O)(=O)c1ccccc1C)OCO2	25.1	i
-1.8&-1.6	COC(=O)c1ccc(NC(=O)CCN2CCCCC2)cc1	4.7&6.0	i
0.6	CN(C)C(/C=C/Nc1ccc([N+](=O)[O-])cc1)=C(C#N)C#N	58.2*	i
-0.1	COc1cccc(NC(=O)CN(C)C(C)C(=O)Nc2ccc(S(=O)(=O)N3CCOCC3)cc2)c1 (stereo not given)	7.0	i
-2.5	C=CCC[C@@H](Cc1ccc(F)cc1)C(=O)OC[C@@H](Cc1ccccc1)NC(=O)[C@H](CC=C)CC(=O)NCCO	3.7	x
-1.6	CC(Oc1cc2oc(=O)c3c(c2cc1Cl)CCCC3)C(=O)NCc1cccnc1 (stereo not given)	5.4	i
1.8	O=C(NCCCN1CCCC1)c1cc2c(Cl)nc3ccccc3c2s1	14.4	i
-0.7	COC(=O)C(C)n1cnc2c(nnn2Cc2ccc(Cl)cc2)c1=O (stereo not given)	23.8	i
-2.0	Cc1ccc(S(=O)(=O)N2CCN(c3cnn(-c4ccccc4)c(=O)c3Cl)CC2)cc1	10.9	i
0.5	CC(C)(C)C(=O)[C@@H]1[C@@H]2C(=O)N(c3ccc4c(c3)OCCO4)C(=O)[C@@H]2C2c3ccccc3C=CN21 (stereo not given in full)	52.2	i
-1.3	COc1ccc([C@H]2CC(=O)C=C(c3ccc(CNC(=O)OC(C)(C)C)cc3)C2)cc1	8.2	x
-0.4	Nc1cc[n+](CC(=O)c2ccccc2)cc1	13.2	i
-0.3	COc1ccc(CNC(=O)N2CCN(c3ccccc3OC)CC2)cc1	13.2	i
0.2	CCc1ccc(C(=O)CSc2nc3ccccc3c(=O)[nH]2)cc1	13.5	i
-4.3	O=C(CSc1n[nH]c(-c2cccs2)n1)NC1CCS(=O)(=O)C1 (stereo not given)	10.7	i
-2.9	O=C(O)c1ccc(CN2CCOCC2)o1	23.5	i
-0.6	COc1cccc(CN2CCNC(=O)C2CC(=O)N(Cc2cnn(C)c2)C(C)C)c1 (stereo not given)	13.6	i
-5.9	Cc1nnc(N2CCCCC2)c2ccccc12	21.6	i
0.2	Cc1ccc(S(=O)(=O)N2CCOCC2)cc1NC(=O)CSc1n[nH]c(N)n1	-0.2	i

Exported with bars between the fields: four of the compounds above
smiles | STK33 kinase inh | OX1R FRET antag | KCNQ2 block
COc1cc(C(=O)NC(=S)Nc2ccccc2N2CCOCC2)cc(OC)c1OC | -0.2 | 15.2 | i
Cc1ccc(S(=O)(=O)N2CCOCC2)cc1NC(=O)CSc1n[nH]c(N)n1 | 0.2 | -0.2 | i
Cc1ccc(S(=O)(=O)C2(C(=O)Nc3cccc(F)c3)CC2)cc1 | 0.6 | 10.4 | i
Cc1nnc(N2CCCCC2)c2ccccc12 | -5.9 | 21.6 | i

(continued)
STK33 kinase inh	structure	OX1R FRET antag	KCNQ2 block
-1.3	CC(NC(=O)c1cc(=O)[nH]c2ccccc12)c1ccccc1 (stereo not given)	11.9	i
-0.9	CCOCCCNC(=O)C1CCN(S(=O)(=O)c2c(C)noc2/C=C\c2ccc(OC)cc2)CC1	8.3	i
0.8	CC1C(=O)N2CCCc3cc(S(=O)(=O)N(C)c4ccccc4)cc1c32 (stereo not given)	7.7	i
0.3	O=C(Nc1nnc(-c2ccccn2)o1)c1ccc(Br)cc1	7.2	i
0.2	O=C(NCC1CCCO1)c1ccc(CS(=O)(=O)c2c(Cl)cccc2Cl)o1 (stereo not given)	9.4	i
1.6	COc1ccc(CCNC(=O)C/C(C)=N/NC(=O)C(c2ccccc2)c2ccccc2)cc1OC	27.5	i
-0.1	COc1cccc(OCC(O)CN2C(C)CCCC2C)c1 (stereo not given)	15.1	i
-1.0	Cc1cc(=O)[nH]c(N2CCN(C(=O)c3ccco3)CC2)n1	1.3	i
0.4	COc1cc(/C=N/NC(=O)C(C)Nc2n[nH]c(=O)[nH]c2=O)ccc1O (stereo not given)	10.8	i
0.4	COc1cc2c(cc1OC)C(c1cc3cc(OC)c(OC)cc3[nH]c1=O)N(C(=O)C1CC1)CC2 (stereo not given)	14.3	x
-1.1	COc1cccc(CNC(=O)C2CC(=O)N(c3ccc4c(c3)OCCO4)C2)c1 (stereo not given)	7.5	i
-1.1	CCOc1ccc(C(=O)N2CCC(C(=O)c3ccc4c(c3)OCCO4)CC2)cc1	4.6	i
-0.6	CCCCCCNS(=O)(=O)c1ccc(OC)c(OC)c1	11.9	i
-1.4	O=C(N/N=C(\Cc1ncc[nH]1)c1ccccc1)c1cccnc1	31.0	i
0.1	COc1ccc(CNC(=O)CC2C[C@H](C(=O)N3CCOCC3)[C@@]3(CCC4CCCC4)c4[nH]c5ccccc5c4CCN3C2=O)cc1OC (stereo not given in full)	-4.3	x
-0.2	Cn1c(=O)c2sccc2n2c(CCCC(=O)NCc3ccco3)nnc12	8.3	i
-0.3	CN1CCc2cc(Cl)c(O)cc2[C@@H](c2ccccc2)C1	20.1	i
-0.3	CC(=O)c1c(N2CCN(C)CC2)[nH]c(-c2ccccc2)nc1=S	6.6	i
